GALK inhibitor: galactokinase (human) inhibition | 0.007% of 270,000 active | Purified GALK, Kinase-Glo residual ATP luminescence | Potency, µM (doses to about 57.5 µM), for inactives: at the top dose activity change, negative = inhibition, usual class: inhibitors; further: potency means the concentration at half of the fitted maximal effect; on the % scale 0 is the no-effect control and ±100 the full control effect
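5 nM enzyme, 35 uM ATP, 100 uM galactose, 20 mM HEPES pH8.0, 5 mM MgCl2; 1 h RT; residual ATP by Kinase-Glo Plus luminescence, qHTS format.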
KCNH2 3.1 block: KCNH2 3.1 (human) potassium channel inhibition | U2OS KCNH2 3.1, thallium flux FluxOr; stronger effect = lower value | activity change, % (tested at about 1.8 µM) | 0.95% of 340,000 active | AID 720553;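 active means maximum activity change below -70%; inconclusive means maximum activity change from -70% to -50%; inactive means maximum activity change above -50%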;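 further: thallium influx rate constant from kinetic fluorescence after stimulation buffer; on the % scale 0 is the no-effect control and ±100 the full control effect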
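We transduce U2OS cells with the mutant 3.1 virus, culture them overnight, load FluxOr with Red40 quencher for 45 min, then add stimulation buffer and read kinetically for 2 min to derive a normalized rate constant.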
TRPV1 agonist: agonists of human vanilloid receptor 1 (TRPV1). Q8NER1. AID 540275. TRPV1-expressing cells, Fluo-8 calcium influx, agonist mode. 0.19% of 320,000 active. activation, % at 8.33 µM; in the data active means activation above about 80%; inconclusive means between about 30% and that limit; further: 0% is about no effect
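TRPV1-expressing cells were cultured overnight at 35.5C and loaded with Fluo-8 calcium dye for 40 to 90 min at room temperature. After a 10 s baseline, compound was added and calcium influx was read kinetically for 3 min (ex 480/em 520 nm).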
MLL CXXC-DNA inh: blocks binding of human MLL CXXC domain to DNA; MLL-CXXC / FITC-HOXA9 DNA fluorescence polarization; 0.037% of 290,000 active; AID 2662; Q03164; Potency, µM (top dose mostly 115 µM), for inactives: top-dose activity change, negative = inhibition, most hits filed as inhibitors; active means well fitted inhibition curve with a large enough effect in the polarisation, with a control signal flat, not every such curve was filed as active; inconclusive means small, poorly fitted or top-dose-only effect, or effect the other way, or a change in a side signal; inactive means no such curve, though single readings can be large or run the other way; the % refers to the polarisation; further: potency means the concentration at half of the fitted maximal effect
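Purified MLL-CXXC (added from a 7 uM solution) was preincubated 5 min at ambient with pinned compounds in 50 mM Tris-HCl pH 7.5, 50 mM NaCl, 1 mM DTT, 0.05% BSA. Fluorescein-labeled HOX-A9 DNA (50 nM solution) followed, 30 min, then polarization read.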
Menin-MLL TR inh: displaces Texas Red mutant MLL peptide from human menin; Menin + Texas Red MLL mutant peptide, fluorescence polarization; O00255; Potency, µM (titrated, usually from 61.6 µM), for the others: top-dose FP activity change, negative = inhibition, usual class: inhibitors; 0.23% of 270,000 active; active means well fitted inhibition curve with a large enough effect in the polarisation, with a control signal flat, not every such curve was filed as active; inconclusive means small, poorly fitted or top-dose-only effect, or effect the other way, or a change in a side signal; inactive means no such curve, though single readings can be large or run the other way; the % refers to the polarisation; further: potency means the concentration at half of the fitted maximal effect; % of control where 0% means no effect; many of its hits are not listed in these tables
B2AR arrestin: beta2AR (human) beta-arrestin recruitment activity | 0.02% of 330,000 active | P07550 | beta-arrestin recruitment to beta2AR, cell-based reporter | Potency, µM (top dose mostly 46.1 µM), for inactives: at the top dose activation, hits mostly activators;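 further: potency means the concentration at half of the fitted maximal effect; 0% = DMSO controls and full agonism = EC100 isoproterenol or metaproterenol; nearly all actives have a fitted effect of over 65% in size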
USP2a block: blocks human ubiquitin-specific protease USP2a | O75604 | USP2 core, Ub-CHOP2 coupled fluorogenic reporter, 485/531 | Potency, µM (highest dose often 38.3 µM), for inactives: at the highest dose activity change, negative = inhibition, usual class: inhibitors | 0.01% of 330,000 active;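 further: potency means the concentration at half of the fitted maximal effect; plate controls were DMSO wells for no effect and full inhibition by NEM control for full effect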
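Deubiquitinase activity read as fluorescence (485/531 nm) after Ub-CHOP2 cleavage activates the enterokinase reporter on its substrate; USP2 core 10nM, Ub-CHOP2 and substrate 25nM each, 30min compound preincubation then 60min RT; data normalized to NEM, curves fitted.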
Giardia killer: kills Giardia lamblia; 0.15% of 340,000 active; Giardia lamblia trophozoite viability; activity change, % at 7.66 µM, hits read low; in the data active means activity change below about -80%; inconclusive means between about -30% and that limit;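 further: parasites exposed to compound for two days anaerobically before the ATP read; on the % scale 0 is the no-effect control and ±100 the full control effect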
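Killing of trophozoites was scored by loss of ATP luminescence after a 48 hrs anaerobic exposure to compounds at 37 deg C, using 100 cells per well.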
hERG WT inh: inhibitors of human wildtype KCNH2 potassium channel; AID 720551; activity change, % at 1.84 µM; 0.37% of 340,000 active; Q12809; U2OS, BacMam KCNH2, thallium flux FluxOr; stronger effect = lower value;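 active means maximum activity change below -70%; inconclusive means maximum activity change between -70% and -50%; inactive means maximum activity change above -50%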; further: on the % scale 0 is the no-effect control and ±100 the full control effect
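U2OS cells were transduced with wild-type KCNH2 virus (2.03 x 10^8 / mL) for 4 h at room temperature, then cultured overnight at 37 C. Thallium flux was read with FluxOr dye. Rate constants were normalized to DMSO controls.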
Coupling enz: counter-screen for Giardia aldolase inhibitors: coupling enzyme system; coupling enzyme system counterscreen, AmpLite Red fluorescence; activity change, negative = inhibition, % at 58.2 µM, hits read low; 0.67% of 290,000 active; AID 2472; in the data active means activity change below about -30%; further: on the % scale 0 is the no-effect control and ±100 the full control effect
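Compounds tested against the coupling enzymes alone at 57.5 uM final; readout was AmpLite Red fluorescence (525/598 nm) after 20 min at RT.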
PKM2 activator: activators of human pyruvate kinase M2. purified PKM2, Kinase-Glo ATP luminescence, activation; response scale: 0% is enzyme alone, no compound. Potency, µM (series often up to 57.5 µM), inactives show at the top dose activation, hits mostly activators. 0.34% of 260,000 active; further: potency means the concentration at half of the fitted maximal effect; on the % scale 0 is the no-effect control and ±100 the full control effect; nearly all actives have a fitted effect of over 55% in size
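Kinase-Glo luminescence reports ATP generated from ADP (0.1 mM) and PEP (0.5 mM) by purified hPK-M2 after 1 h at room temperature, pH 7.2 imidazole buffer; intermediate enzyme activity allows detecting inhibitors and activators.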
* marks the source's active call; other numbers are inactive results; ? = inconclusive; nt = not tested or not shown; [ ] = dose if it differs, or a comment. Unless noted, the call rests on the fitted dose curve; in most records, active means well fitted curve in the direction sought with a large enough effect; inconclusive means small, poorly fitted or top-dose-only effect, or another doubt; inactive means no such curve, though single readings can be large; an effect the other way counts as inactive or inconclusive. These rows are one share of the data (hit frequency here may not be typical).

mol,GALK inhibitor,KCNH2 3.1 block,TRPV1 agonist,MLL CXXC-DNA inh,Menin-MLL TR inh,B2AR arrestin,USP2a block,Giardia killer,hERG WT inh,Coupling enz,PKM2 activator
Cc1cc(=O)[nH]c2c1cnn2Cc1ccccc1,-3%,-4,3,13%,9%,-0.2%,2%,-9,-4,2,10%
CCN(CC(=O)NCc1cccs1)C(=O)/C=C/c1cc(Br)ccc1OC(F)F,nt,-2,26,nt,nt,-0.2%,3%,8,9,nt,nt
CC(C)Nc1nnc(SCC(=O)/C=C2\N(C)c3ccccc3C2(C)C)s1,0%,2,24,27%,-13%,2.8%,2%,-9,-17,0,-1%
S=c1[nH]nc(-c2ccccn2)n1/N=C/c1ccc(-c2ccccc2Cl)o1,3%,-8,2,2%,1%,-0.7%,0%,?,7,4,-6%
CSCc1ccc(C(=O)Nc2ccc(C(N)=O)cc2)cc1,7%,-18,?,4%,?,-0.2%,-1%,-25,nt,3,-14%
COc1ccc(-c2ccc(F)cc2)cc1[C@H]1[C@H]2C=CC[C@@H](C)[C@@H]2C(=O)N1Cc1ccccc1,-1%,-2,?,1%,nt,-0.1%,5%,7,-9,-2,5%
Cc1nc(NCc2ccco2)c2oc3ccccc3c2n1,0%,5,-5,-4%,-5%,-2.2%,0%,8,-3,-1,3%
CCCCn1c2ccccc2c2nnc(SCC(=O)NC3=NN=C(c4ccccc4)CS3)nc21,0%,nt,0,0%,-3%,-0.3%,-5%,nt,nt,0,13%
O=C(CSc1ccc2nnc(-c3ccccn3)n2n1)Nc1ccccc1,-1%,nt,-5,-1%,0%,5.2%,-2%,18,-1,2,-4%
CC(=O)Nc1ccc(NC(=O)COC(=O)c2cnccn2)cc1,-2%,-5,-1,1%,4%,-0.2%,1%,-21,-1,0,-4%
Cc1ccc(NS(=O)(=O)c2cccc(C(=O)NCC(c3ccco3)N3CCCCC3)c2)cc1 (stereo not given),6%,-10,2,?,-10%,0.1%,-1%,14,19,0,2%
O=C(CCC(=O)Nc1ccccc1Cl)NNC(=O)NC1CCCCC1,-2%,7,-1,6%,nt,-0.1%,-2%,-2,-7,nt,2%
O=C(Nc1ccc(S(=O)(=O)NC2=NCCCCC2)cc1)c1cc(F)c(F)cc1Cl,nt,-4,2,nt,nt,7.7%,3%,-3,2,nt,nt
O=C(COc1ccc(S(=O)(=O)N2CCOCC2)cc1)Nc1ccc(Br)cc1,nt,-4,nt,nt,nt,-0.2%,5%,-13,-4,nt,nt
Cc1cccc(C2c3[nH]c4ccccc4c3CCN2Cc2cccn2-c2ncccn2)c1 (stereo not given),4%,?,4,23%,-18%,0.2%,0%,2,?,-3,-4%
CCOC(=O)CSc1nnc(N)s1,0%,1,-3,-3%,-7%,4.0%,-1%,2,-12,0,0%
Cc1nnc(SCC(=O)Nc2ccc3c(c2)OCO3)o1,12%,-10,-2,1%,12%,0.3%,1%,1,0,-1,-3%
Cc1cc(C)c2[nH]c(C(=O)Nc3ccc4c(c3)OCO4)cc2c1,2%,-8,?,7%,nt,-0.4%,1%,-2,-3,-12,5%
COc1ccccc1NS(=O)(=O)c1ccc(NC(C)=O)cc1,1%,1,2,6%,0%,-0.3%,0%,0,16,3,1%
C=CCn1c(SCC(=O)NCc2ccc3c(c2)OCO3)nnc1C1COc2ccccc2O1 (stereo not given),-3%,5,3,4%,-5%,0.3%,1%,7,-19,3,-2%
Cc1nn(C)c(N)c1[N+](=O)[O-],nt,15,-5,-4%,nt,-0.6%,0%,49[activator],-4,5,?
O=C(N/N=C/CCc1ccccc1)c1ccccc1,0%,-7,8,6%,12%,-1.3%,-3%,-2,-16,1,0%
COc1ccc(CC(=O)NNC(=O)c2nn(Cc3ccccc3)c(=O)c3ccccc23)cc1OC,-2%,-4,nt,-12%,nt,1.0%,6%,9,-2,6,-1%
Cc1ccc(S(=O)(=O)CCC(=O)Nc2ccc(S(=O)(=O)N(C)C)cc2)cc1,8%,nt,3,0%,-11%,-0.1%,3%,nt,nt,0,2%
COC(=O)c1ccc(OCC(O)CNC2CCCC2)cc1 (stereo not given),0%,-6,3,-1%,-2%,-0.4%,-1%,-1,3,0,-4%[11.5 µM]

The listing continues:
mol,GALK inhibitor,KCNH2 3.1 block,TRPV1 agonist,MLL CXXC-DNA inh,Menin-MLL TR inh,B2AR arrestin,USP2a block,Giardia killer,hERG WT inh,Coupling enz,PKM2 activator
Cc1ccc(S(=O)(=O)c2nc(NN(C)C)sc2Cl)cc1,1%,25,17,-11%,-7%,-1.0%,0%,-7,6,-2,22%
Cc1ccc(NS(=O)(=O)c2ccc(C(=O)NCCCN3CCOCC3)cc2)cc1,nt,-7,-4,nt,nt,0.0%,4%,22,46,nt,nt
Cc1cc(NC(=O)c2cc(-c3cccc(Cl)c3)on2)no1,2%,-2,0,4%,-23%,0.5%,0%,12,-14,3,-5%
Cc1noc(C)c1CSc1nnc(-c2ccncc2)n1-c1ccc(Cl)c(Cl)c1,4%,nt,-1,0%,5%,-0.6%,-4%,43[activator],-1,3,-1%
O=C(Nc1ccc(Cl)cc1)c1cc(-c2cccs2)on1,-3%,-8,0,12%,nt,0.2%,1%,16,0,nt,-3%
CN1CCOc2cc(S(=O)(=O)NCc3ccc(S(N)(=O)=O)cc3)ccc21,-2%,nt,-2,-9%,nt,-0.3%,-1%,-24,14,nt,27%
O=C1CCC2c3ccc4ccccc4c3CCN12 (stereo not given),0%,-11,26,12%,17%,-0.9%,0%,5,5,-24,-1%
CCc1ccc(NC(=O)CSc2nc3ccccc3c(=O)n2CCCC(=O)N2CCCC2)cc1,1%,-37,1,10%,?,-0.2%,5%,-5,7,3,10%
CCOC(=O)c1ccc(NC(=O)CSC2=NC(=O)C(CC)C(=O)N2)cc1 (stereo not given),-16%,4,-1,0%,-2%,-0.1%,1%,-13,2,0,0%
COc1ccccc1N(CC(=O)NC1CCCC1)C(=O)c1csnn1,0%,-3,2,2%,-9%,-0.1%,0%,0,-1,6,10%
CCCC[C@@H]1CNCCN1CCc1cccc2ccccc12,nt,-21,3,nt,nt,-0.1%,2%,1,3,nt,nt
O=c1[nH]nc(-c2ccc(F)cc2)cc1Cc1cccs1,nt,-6,7,1%,nt,-0.3%,-4%,22,1,4,-5%
Cc1nc2nc(C)c(CCC(=O)Nc3ccc4c(c3)OCO4)c(C)n2n1,-3%,3,0,-1%,8%,0.3%,0%,-14,-8,-2,-7%
COc1cccc(CNC(=O)CCn2ccc3cc(S(=O)(=O)N4CCCC4)ccc32)c1,-3%,4,89*,1%,13%,-0.1%,2%,-8,11,-2,nt
CCc1ccc(/C=C/C(=O)c2ccc(S(=O)(=O)N(C)C)cc2)cc1,-1%,-28,-4,15%,27%,-0.3%,4%,7,-5,-6,-6%
O=C(CN1CCN(S(=O)(=O)c2ccc(Br)cc2)CC1)N/N=C/c1cccnc1,1%,3,-6,6%,6%,-0.3%,-1%,8,2,4,-7%
CN(C(=O)c1ccc2c(c1)OCO2)C1(C(=O)NC2CCCC2)CCCCC1,0%,-9,10,6%,9%,0.0%,3%,-8,-14,-1,-4%
COc1ccc(CNC2CCCCC2C)c(OC)c1 (stereo not given),3%,-10,1,7%,-5%,-1.0%,0%,-2,-1,3,0%
Cc1ccc(C)c(S(=O)(=O)Nc2cc3c4c(c2)CC(=O)N4CCC3)c1,nt,-3,-2,nt,nt,0.6%,0%,-1,-10,nt,nt
N#Cc1c(-c2cccc(F)c2)cc(-c2ccccc2)nc1Br,nt,-12,-1,9%,15%,8.9%,2%,-3,-7,3,2%
Cc1ccc(C)c(OCCNc2ccc([N+](=O)[O-])cn2)c1,-3%,0,10,0%,6%,-1.1%,2%,8,-2,0,nt
CC1CCN(C(=O)CSc2nnc(Cn3c(=O)sc4ccccc43)n2C)CC1,-1%,9,1,-3%,-2%,0.6%,1%,1,19,1,7%
CCC(C)(C)NC(=O)C(c1ccc(C)cc1)N(Cc1cccnc1)C(=O)c1csnn1 (stereo not given),-2%,-25,1,-13%,0%,-1.1%,0%,5,5,0,-2%
Cc1ccc(NC(=O)COC(=O)c2ccc[n+]([O-])c2)c(Br)c1,nt,25,nt,nt,nt,-0.1%,4%,-7,1,nt,nt
COC(=O)CCc1ccc(O)cc1,nt,-5,2,-4%,-1%,-0.8%,-1%,-26,3,0,-2%
Cc1ncc([N+](=O)[O-])n1CCOC(=O)NC(NCc1ccccc1)C(Cl)(Cl)Cl (stereo not given),4%,-26,2,-1%,?,0.3%,0%,?,-3,1,1%
COC(=O)c1cc(N2CCNCC2)nc2ccccc12,-2%,7,2,0%,nt,-0.5%,3%,-2,4,3,-10%
